E coli Lon inh = inhibitors of E. coli Lon protease | P0A9M0 | purified E. coli Lon protease, fluorescence polarization | inhibition, % at 7.94 µM | hit rate 0.42% among 360,000 | AID 602123; in the data active = inhibition above about 13%, passing the limit was not always enough;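 note: 0% = enzyme with probe and DMSO and 100% = no enzyme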
MsrA act = bovine methionine sulfoxide reductase A activation | hit rate 0.3% among 360,000 | purified bovine MsrA, absorbance read-out | activation, % at 10.6 µM | AID 602163; in the data active = activation above about 7.5%;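 note: 0% = vehicle and 100% = reference activator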
MT1-MMP act inh = blocks activation of human MT1-MMP | HT1080 RFP-PRO-GFP cells, GFP/RFP ratio fluorescence, overnight; percent of plate control window, DMSO zero | hit rate 0.061% among 360,000 | GFP/RFP ratio change, % at 20 µM | AID 651647 | P50281;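 active = GFP/RFP ratio change of at least 30% with cell ATP level not reduced by more than half and red fluorescence within 50% of control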; note: strong numbers were not always called active
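Material – HT1080 RFP-PRO-GFP cells · Control set – DMSO wells and RFP-L50D-GFP cells · Incubation – overnight cell settling, then overnight compound exposure, 37 °C, 5% CO2 · Compound dosing – single-point 20 µM compound, 1% DMSO · Read-out – GFP/RFP fluorescence ratio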
MLLE-PAM2 inh = blocks PAM2 peptide binding to the PABP1 MLLE domain; P11940; GST-MLLE / FITC-PAM2 fluorescence polarization; inhibition, % at 20 µM; hit rate 0.36% among 360,000; in the data active = inhibition above about 35%, passing the limit was not always enough;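 note: plate controls were DMSO wells with GST-MLLE for no effect and wells lacking GST-MLLE protein for full effect; some results filed as inactive read as strong as hits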
Rin1-Abl PPI inh = blocks binding of human Rin1 to Abl. inhibition, % at 7.35 µM. TR-FRET Rin1/Abl binding, biochemical. hit rate 0.4% among 360,000. P00519+Q13671; in the data active = inhibition above about 5%, passing the limit was not always enough
FAS-TE inh = FAS thioesterase (human) inhibition | AID 602261 | P49327 | inhibition, % at 15 µM | hit rate 0.67% among 360,000 | recombinant FAS-TE, OMFH fluorogenic substrate, fluorescence endpoint;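 active = compounds whose normalised, plate-corrected inhibition of enzyme fluorescence in the single-dose primary screen is 50% or more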;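 note: 0% = DMSO with enzyme and 100% = substrate without enzyme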
NRP1-CendR mod = modulators of CendR peptide binding to human neuropilin-1; FAM-RPARPAR peptide binding to NRP-1, fluorescence polarization; inhibition, % at 25 µM; hit rate 0.85% among 360,000;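 active = inhibition or corrected inhibition above about 18%, plus a signal ratio from 0.5 to 1.5, limit read from the data, passing the limit was not always enough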; note: strong numbers were not always called active
SKN-1 inh = inhibitors of C. elegans SKN-1; inhibition, % at 21.8 µM; hit rate 0.49% among 360,000; C. elegans VP596 Pgst-4::GFP/RFP ratio, acrylamide-induced, 24 h;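 active = interference check ratio from 0.5 to 1.5 plus GFP to RFP signal ratio inhibition reaching or exceeding a fixed threshold, cut at about 30% in these data, passing the limit was not always enough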; note: some compounds called inactive have numbers as strong as hits
Neddyl block = blocks human cullin neddylation | P61081+Q13564 | TR-FRET cullin neddylation, biochemical | calls only at 25 µM | hit rate 0.58% among 360,000 | AID 651699; in the data active = inhibition above about 36%
Target sequence (P61081 whole entry, looked up): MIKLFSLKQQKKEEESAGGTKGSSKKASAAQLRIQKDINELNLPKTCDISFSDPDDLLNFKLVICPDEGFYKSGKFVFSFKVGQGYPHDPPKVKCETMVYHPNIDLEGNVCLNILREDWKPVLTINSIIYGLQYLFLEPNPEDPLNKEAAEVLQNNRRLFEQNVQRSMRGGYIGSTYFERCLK
Target sequence (Q13564 whole entry, looked up): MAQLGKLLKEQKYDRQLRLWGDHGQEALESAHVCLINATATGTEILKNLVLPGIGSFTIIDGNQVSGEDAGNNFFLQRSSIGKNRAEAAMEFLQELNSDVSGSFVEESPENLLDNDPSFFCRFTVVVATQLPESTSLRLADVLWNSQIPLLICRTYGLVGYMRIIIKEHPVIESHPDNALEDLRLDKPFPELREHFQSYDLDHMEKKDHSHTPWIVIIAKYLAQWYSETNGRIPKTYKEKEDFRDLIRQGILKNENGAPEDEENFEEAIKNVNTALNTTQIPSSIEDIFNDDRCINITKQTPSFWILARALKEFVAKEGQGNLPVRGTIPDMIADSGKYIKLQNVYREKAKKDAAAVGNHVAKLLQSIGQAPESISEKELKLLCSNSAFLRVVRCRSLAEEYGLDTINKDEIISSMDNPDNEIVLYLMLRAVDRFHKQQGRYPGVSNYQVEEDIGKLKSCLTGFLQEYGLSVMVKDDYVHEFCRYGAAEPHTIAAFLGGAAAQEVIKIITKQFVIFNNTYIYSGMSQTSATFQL
* marks the source's active call; other numbers are inactive results; i = inactive; . = no result given. Random draw from the library; any-hit rate near 4%.

SMILES	E coli Lon inh	MsrA act	MT1-MMP act inh	MLLE-PAM2 inh	Rin1-Abl PPI inh	FAS-TE inh	NRP1-CendR mod	SKN-1 inh	Neddyl block
O=C(O)CCCNC(=O)Nc1ccccc1	-6.6	-2.4	-0.9	3.3	4.9	-4.6	3.3	8.2	i
O=C(Nc1cccc(O)c1)c1ccc2c(c1)C(=O)N(Cc1ccco1)C2=O	-7.1	-4.0	1.1	11.9	1.5	0.3	2.7	-6.2	i
CC(C)C[C@H]1CN(CCCC[C@H]2CNC(=O)C(=O)N2CCc2ccccc2)C(=O)C(=O)N1CC1CCCCC1	-7.9	-2.1	1.5	.	.	-11.2	2.7	-9.0	i
COc1ccc2oc(C)c(C(=O)NN)c2c1	0.6	-3.9	0.0	-1.2	-0.6	-7.9	6.4	6.0	i
COc1ccc(CCNC(=O)C(=O)NCC2OCCN2S(=O)(=O)c2ccc3c(c2)OCCO3)cc1OC (centres undefined)	-2.5	2.6	1.0	4.3	-1.0	-2.1	7.8	-4.4	i
C=CCC(Nc1ccccc1)C12C=CC(O1)C(C(=O)OC)=C2C(=O)OC (centres undefined)	-4.5	-0.7	5.3	0.6	-1.7	1.1	8.5	4.3	i
Cc1cc(C(=O)Nc2cc(C(C)(C)C)on2)c(C)o1	-7.3	-3.3	2.4	0.8	-1.6	1.0	-5.0	6.7	i
COC(=O)[C@@]12C[C@@H](CC(=O)NCc3ccc(OC)c(OC)c3)C(=O)N(Cc3ccccc3)C1=CCC(C)(C)C2	.	.	-1.4	.	.	.	-0.4	-13.5	i
C(=N\Nc1nc2ccccc2[nH]1)/c1cccc2nccnc12	-0.4	-0.7	3.4	-25.5	0.4	-8.1	-8.5	-11.6	i
COc1ccc(/C=C/C(=O)c2c(O)cc(C)oc2=O)c(OC)c1	-86.3	1.5	-63.5	-93.1	-6.0	-13.2	-63.9	16.4	i
O=C(NCCCn1ccnc1)C(=O)NCC1OCCN1S(=O)(=O)c1cc(F)ccc1F (centres undefined)	-4.0	-8.4	10.3	10.2	-5.3	-10.1	-6.7	-7.9	i
O=C(Nc1ccc(NC(=O)C2CCCCC2)nc1)c1cccc(F)c1	-2.9	-0.1	1.9	-5.2	3.5	1.0	10.8	-1.5	i

3 entries from above, arranged by the value under MLLE-PAM2 inh, falling:
mol,MLLE-PAM2 inh
O=C(Nc1cccc(O)c1)c1ccc2c(c1)C(=O)N(Cc1ccco1)C2=O,11.9
O=C(O)CCCNC(=O)Nc1ccccc1,3.3
Cc1cc(C(=O)Nc2cc(C(C)(C)C)on2)c(C)o1,0.8

The list goes on:
SMILES	E coli Lon inh	MsrA act	MT1-MMP act inh	MLLE-PAM2 inh	Rin1-Abl PPI inh	FAS-TE inh	NRP1-CendR mod	SKN-1 inh	Neddyl block
Cc1cc(C)n2cc(COc3ccc4ccccc4c3)nc2n1	-4.6	-4.1	5.9	2.9	1.0	4.4	-8.3	-1.3	i
CC1(C)Cc2c(sc3nc(-c4cc5ccccc5o4)n(N)c(=O)c23)CO1	-9.1	5.2	6.4	0.6	-3.0	17.8	5.9	-0.3	i
COc1ccc(/C=C/C(=O)OC(C)C(=O)c2ccccc2)cc1OC (centres undefined)	3.2	-1.4	-4.5	-6.1	1.1	9.4	-6.5	17.5	i
CCc1cccc(CC)c1NC(=S)NCc1nc2ccccc2[nH]1	1.4	-2.5	2.8	-48.9	-1.5	-4.7	9.9	-0.8	i
CCCN(C(=O)CCOc1ccc(C(C)(C)C)cc1)c1c(N)n(Cc2ccccc2)c(=O)[nH]c1=O	11.2	-6.2	-4.4	-3.5	3.8	-0.3	-0.4	3.2	i
COc1cc2c(c(OC)c1OC)-c1ccc(OC)c(=O)cc1C(NC(=O)c1ccccc1)CC2 (centres undefined)	0.3	-4.4	24.9	-37.9	2.3	-7.9	0.0	-3.7	i
COc1ccc(-c2nc3ncccc3o2)cc1NC(=O)c1ccco1	-1.7	-3.5	-0.6	9.2	-3.4	-0.1	0.0	12.9	i
COc1ccccc1-n1cccc1C=O	9.0	-4.3	-0.9	7.2	1.6	-4.3	8.2	-15.9	i
CC(C)CCNC1=CC(=O)CC(c2ccccc2)C1 (centres undefined)	-0.6	-5.4	-4.2	-2.1	-2.2	-7.0	8.9	10.7	i
CN(C)CCNC(=O)c1ccccc1	4.6	1.2	6.4	-2.6	-2.5	-4.7	-0.6	9.5	i
CC(C)c1nnc(NC(=O)C2CCCN2C(=O)Nc2ccccc2)s1 (centres undefined)	-5.4	-0.9	0.0	3.3	1.7	-4.7	9.3	2.2	i
O=C(Cc1ccc(-n2cccc2)cc1)NC1CCCCC1	2.4	-6.9	3.4	-15.8	-5.5	-4.3	-4.0	-11.2	i

Results in FAS-TE inh and MLLE-PAM2 inh (three entries from above):
Structure	FAS-TE inh	MLLE-PAM2 inh
Cc1cc(C)n2cc(COc3ccc4ccccc4c3)nc2n1	4.4	2.9
C(=N\Nc1nc2ccccc2[nH]1)/c1cccc2nccnc12	-8.1	-25.5
Cc1cc(C(=O)Nc2cc(C(C)(C)C)on2)c(C)o1	1.0	0.8

Other compounds.
SMILES	E coli Lon inh	MsrA act	MT1-MMP act inh	MLLE-PAM2 inh	Rin1-Abl PPI inh	FAS-TE inh	NRP1-CendR mod	SKN-1 inh	Neddyl block
O=C(NCCCN1CCOCC1)C(=O)N/N=C/c1ccc2c(c1)OCO2	5.9	-4.9	5.1	-18.7	1.4	-1.5	2.1	-4.6	i
CCc1ccc(NC(=O)CSc2nnc(SCC(=O)Nc3ccc(CC)cc3)n2N)cc1	6.8	-1.5	1.1	-69.7	-1.5	-8.9	5.3	9.2	i
CC1CCN(CCOc2ccc(OCc3ccccc3)cc2)CC1	-11.6	-2.5	-2.6	-0.8	-1.5	-5.5	-1.0	6.5	i
Cc1cccc(NC(=O)CN2CCN(CC(=O)Nc3cccc(C)c3)CC2)c1	-3.0	-2.4	15.4	6.0	-1.8	0.6	-3.4	5.5	i
COc1cc(NC(=O)C/C(C)=N/NC(=O)c2ccccn2)c(OC)cc1Cl	-8.2	-2.9	-2.2	-12.4	-1.4	-5.7	23.1*	17.3	i
Cc1oc(-c2cc(F)ccc2F)nc1CN1CCN(c2cnccn2)CC1	-2.7	-2.6	0.8	6.0	3.4	-2.1	-3.2	10.9	i
CC(=O)Nc1ccc(C(=O)CSc2nc3ccccc3n2CC(=O)N2CCCC2)cc1	-8.5	-8.1	-6.3	6.3	1.4	-3.6	-3.4	8.6	i
COc1cc(Cn2c3ccc(NC(=S)NCc4ccc(C)cc4)cc3c(=O)n2C)ccc1F	-5.8	5.0	-0.5	-32.2	-0.1	11.1	-6.8	-1.7	.
COC(=O)C(NC(=O)CN1C(=O)c2ccccc2C1=O)c1ccc(O)c(OC)c1 (centres undefined)	1.0	-2.4	-2.7	2.9	-0.5	-0.1	2.8	11.0	i
Cc1ccc(NC(=O)N(CCCN2CCOCC2)Cc2cccs2)cc1C	-6.4	-7.1	-0.1	4.6	-2.1	-2.2	15.5	10.9	i
COc1ccc(CC(N)c2csc(Nc3cc(NCCCO)ncn3)n2)cc1 (centres undefined)	-6.2	-1.3	-7.6	-14.4	-2.5	-5.0	-9.1	2.1	i
COc1ccc(-c2nnc(SCC(=O)Nc3ccc(Cl)cc3)n2C)cc1	0.4	0.1	4.9	-11.2	-2.6	-2.1	3.7	11.1	i
O=C1Nc2ccccc2C1Cc1ccccn1 (centres undefined)	3.4	0.8	0.1	-10.4	0.1	-6.2	6.4	0.4	i
CCOc1ccc(NC(=O)c2ccccc2NS(=O)(=O)c2ccc(F)cc2)c([N+](=O)[O-])c1	-7.1	-1.8	-5.2	6.1	-2.6	36.1	3.2	6.1	i
COc1cccc(NC(=O)C2(C)CCN2CCc2ccccc2)c1 (centres undefined)	0.7	-1.4	-7.0	-16.5	-4.4	15.7	-2.0	-1.4	i
CCS(=O)(=O)N1N=C(c2cccc(NS(C)(=O)=O)c2)CC1c1ccccc1 (centres undefined)	-154.4	-1.4	-108.9	-121.2	0.0	-45.8	135.8	64.7	i
O=C(CSc1ccc(-c2ccccc2)nn1)Nc1ccc2c(c1)OCCO2	6.5	-2.4	4.9	10.2	1.3	9.4	-11.3	5.5	i
CCc1nnc(NC(=O)CSc2nnnn2-c2cccc(C(=O)OC)c2)s1	14.7	-1.5	-1.8	-4.6	0.4	-1.3	-0.4	5.8	i
CCOc1ccc(S(=O)(=O)Nc2ccccc2C(=O)Nc2ccccc2N2CCOCC2)cc1	-10.7	-2.1	-7.5	-7.3	-2.2	19.3	-20.4	-5.1	i
COc1cc(OC)c2c(-c3cccc(/C=C/c4ccc(F)cc4)c3)cc(=O)oc2c1	-1.7	-1.2	-5.4	-25.1	-0.1	21.3	-7.4	-3.3	i
COc1ccc(-n2nc3c(c2NC(=O)CC(C)C)CS(=O)C3)cc1 (centres undefined)	8.2	-0.4	3.0	-9.4	0.3	-3.9	4.6	3.0	i
Cc1cccc(N=N/C(=C\O)C(=O)c2ccc(Br)cc2)c1	3.4	-2.9	2.8	14.2	3.0	22.3	-13.8	5.7	i
Cc1ccc(-c2nn3c(C)nnc3s2)cc1NC(=O)c1ccco1	-1.6	-2.8	2.7	4.2	-0.6	-6.9	0.2	11.5	i
O=C(CSc1c2c(nc3ccc(Cl)cc13)CCCC2)NCCCN1CCOCC1	3.6	-4.5	1.2	12.5	-16.8	-7.9	-4.0	4.4	i
CN1/C(=C\C(=S)NC(=O)c2cccc(Br)c2)C(C)(C)c2ccccc21	-14.3	-3.5	58.5	-68.9	-1.1	18.2	-37.9	59.0	i
CCOC(=O)Nc1c(C)n(C)n(-c2ccccc2)c1=O	-5.5	-0.1	-1.7	-0.6	0.3	-4.4	-1.6	-1.4	i
CCc1ccccc1NC(=O)c1cnccn1	4.7	-0.4	-0.1	-1.4	1.6	-3.6	-12.3	15.8	i
CCSC(=O)N(CC)CC(=O)Nc1c(CC)cccc1CC	-7.4	1.2	-0.3	-1.3	-1.3	-8.9	4.4	-4.0	i
COc1cccc(CNC(=O)c2ccc(C3SCCS3)cc2)c1	-0.6	-3.7	4.1	8.5	-1.1	1.3	17.4	-0.1	i
Cc1ccc(/C=N/NC(=O)CSc2nc3ccccc3c(=O)n2-c2ccccc2)s1	-6.8	-2.0	4.6	-2.5	0.1	-13.0	-9.7	7.0	i
Cc1cc(C)n(-c2c(F)c(F)c(CN3CCOCC3)c(F)c2F)n1	-6.9	-0.5	1.8	14.6	2.6	-7.1	7.6	2.2	i
CSc1sc(C(=O)OC(C)C)c2c1C(=O)CC(C)(C)C2	4.1	-1.7	-0.8	-5.5	-1.4	6.5	13.6	4.3	i
Cc1ccc(-c2[nH]c3ccccc3c2SCCNC(=O)c2ccc(S(=O)(=O)N3CCOCC3)cc2)cc1	-7.7	0.7	1.5	4.1	-0.3	11.0	0.3	-1.3	i
O=C(NN1C(=O)NC2(CCCCC2)C1=O)c1cccs1	-3.1	-8.1	-2.9	8.5	3.0	-0.3	4.4	-25.1	i
Cc1cc(Br)cc(C)c1NC(=O)c1ccc(C#N)cc1F	1.1	-2.1	-1.9	-6.2	0.0	0.1	2.4	-9.0	i
C=CCNC(=O)NC(=O)c1csc([N+](=O)[O-])c1	-6.0	-0.7	5.3	3.3	-3.4	-0.8	3.1	-3.1	i
Cc1nn(C)cc1CN(C)C(=O)CCc1nnc(CCC2CCCCC2)o1	-3.3	-2.6	2.0	2.4	-3.1	-4.9	5.8	-11.3	i
COc1ccccc1NC(=O)Nc1nc(CC(=O)N2CCN(c3ccccc3OC)CC2)cs1	-1.2	-3.0	4.8	-5.8	0.3	8.7	2.4	-12.7	i
